PAFAH1B2 FP inh = blocks human PAF acetylhydrolase 1b catalytic subunit 2; inhibition, % at 3.39 µM; P68402; 340,000 compounds, 1.2% hits; recombinant PAFAH1B2, FP-rhodamine activity probe, fluorescence polarization;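 active means inhibition above the mean of all tested compounds plus 3 SD, cut at about 24% in these data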;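 further: 0% = enzyme with DMSO and 100% = wells lacking PAFAH1B2; many of its hits are not listed in these tables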
LYPLA1 inh = blocks human lysophospholipase 1, a PME1 counter-screen | recombinant LYPLA1, FP-Rh probe fluorescence polarization | inhibition, % at 5.9 µM | 320,000 compounds, 0.16% hits | AID 2174;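 active means inhibition above the mean of all tested compounds plus 3 SD, set per campaign, cut at about 14% in these data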;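 further: inhibitors block serine hydrolase probe labeling of LYPLA1 so polarization falls; 0% = enzyme with DMSO and 100% = wells lacking LYPLA1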
GSTO1 inh = GSTO1 inhibition, counter-screen for RBBP9 inhibitors. AID 1974. inhibition, % at 5.96 µM. 300,000 compounds, 1.1% hits. recombinant GSTO1, activity-based probe fluorescence polarization. P78417;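 active means inhibition above the campaign mean inhibition plus 3 SD, cut at about 35% in these data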;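 further: 0% = GSTO1-1 with DMSO and 100% = wells lacking GSTO1-1 enzyme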
PME-1 primary = PME-1 (human) inhibition; Q9Y570; recombinant PME-1, FP-Rh probe fluorescence polarization; inhibition, % at 5.9 µM; 320,000 compounds, 0.53% hits; AID 2130;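 active means inhibition above the campaign mean of all compounds plus 3 SD, cut at about 26% in these data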;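 further: competitive labeling of PME-1 active site by serine hydrolase directed probe; 0% = PME-1 with DMSO and 100% = wells lacking PME-1 enzyme; inhibitors block probe labeling so polarization falls and inhibition rises; many of its hits are not listed in these tables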
Target sequence (Q9Y570 whole entry, looked up): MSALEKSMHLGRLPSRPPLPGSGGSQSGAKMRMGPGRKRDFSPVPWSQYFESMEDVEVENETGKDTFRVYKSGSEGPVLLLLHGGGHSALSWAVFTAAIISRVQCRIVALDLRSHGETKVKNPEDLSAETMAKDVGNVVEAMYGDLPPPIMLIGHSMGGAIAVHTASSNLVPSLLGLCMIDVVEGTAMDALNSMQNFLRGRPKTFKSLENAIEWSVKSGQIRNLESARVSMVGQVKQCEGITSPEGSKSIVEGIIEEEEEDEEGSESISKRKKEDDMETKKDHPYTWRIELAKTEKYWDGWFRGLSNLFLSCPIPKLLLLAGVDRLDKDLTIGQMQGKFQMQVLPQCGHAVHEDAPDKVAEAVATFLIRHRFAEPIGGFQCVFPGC
PREPL inhibitor = inhibits the human prolyl oligopeptidase-like enzyme; recombinant PREPL, fluorescence polarization activity-based probe; inhibition, % at 5.96 µM; AID 2751; 320,000 compounds, 0.68% hits; in the data active means inhibition above about 43%;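 further: 0% = enzyme with DMSO and 100% = wells lacking enzyme; many of its hits are not listed in these tables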
PAD4 FP inh = inhibitors of human PAD4; Q9UM07; recombinant PAD4, RCA probe fluorescence polarization; inhibition, % at 6.36 µM; 330,000 compounds, 0.41% hits;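 active means percent inhibition above a cutoff equal to the mean of all tested compounds plus 3 SD, cut at about 15% in these data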;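 further: 0% = PAD4 with RCA probe and DMSO and 100% = probe without PAD4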
pPAFAH inh = inhibitors of human plasma PAF acetylhydrolase (pPAFAH); Q13093; recombinant pPAFAH, FP-rhodamine probe fluorescence polarization; inhibition, % at 3.39 µM; 330,000 compounds, 1.5% hits;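 active means inhibition above the mean inhibition across the screen plus 3 SD, cut at about 25% in these data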;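 further: inhibitors block binding of the rhodamine activity-based probe so polarization drops; 0% = enzyme with DMSO and 100% = wells lacking pPAFAH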
PAFAH1B3 FP inh = inhibitors of human PAFAH1B3 | Q15102 | recombinant PAFAH1B3, FP-rhodamine probe, fluorescence polarization | inhibition, % at 3.39 µM | 340,000 compounds, 0.28% hits | AID 492972;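 active means inhibition above the screen-wide average of all tested compounds plus 3 SD, cut at about 25% in these data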;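 further: 0% = enzyme with DMSO only and 100% = wells lacking PAFAH1B3 protein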
Target sequence (Q15102 whole entry, looked up): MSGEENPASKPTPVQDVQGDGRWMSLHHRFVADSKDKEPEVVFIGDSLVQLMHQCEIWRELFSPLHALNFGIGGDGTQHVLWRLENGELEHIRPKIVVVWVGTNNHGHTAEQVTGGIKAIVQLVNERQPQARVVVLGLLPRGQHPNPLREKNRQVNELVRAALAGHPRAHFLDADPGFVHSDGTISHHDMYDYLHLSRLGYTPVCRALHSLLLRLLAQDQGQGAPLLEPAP
LYPLA2 counter = blocks human lysophospholipase 2, a PME1 counter-screen; recombinant LYPLA2, FP-Rh probe fluorescence polarization; 320,000 compounds, 0.38% hits; AID 2177; inhibition, % at 5.9 µM;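 active means inhibition above the screen-wide mean plus 3 SD, limit set per campaign, cut at about 26% in these data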;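 further: 0% = LYPLA2 with DMSO and 100% = wells lacking LYPLA2 enzyme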
Target sequence (O95372 whole entry, looked up): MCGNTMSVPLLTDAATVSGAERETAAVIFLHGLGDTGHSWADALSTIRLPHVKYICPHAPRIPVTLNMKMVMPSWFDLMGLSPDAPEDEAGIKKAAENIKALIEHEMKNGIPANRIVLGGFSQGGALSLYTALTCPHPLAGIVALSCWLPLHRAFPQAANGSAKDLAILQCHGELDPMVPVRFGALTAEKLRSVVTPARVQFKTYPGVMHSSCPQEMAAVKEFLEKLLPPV
An asterisk follows results filed as active; . = no result given. This is a subset; rates above refer to the full screens.

SMILES	PAFAH1B2 FP inh	LYPLA1 inh	GSTO1 inh	PME-1 primary	PREPL inhibitor	PAD4 FP inh	pPAFAH inh	PAFAH1B3 FP inh	LYPLA2 counter
Cc1cc2c(cc1S(=O)(=O)Nc1c(C)cccc1C)n(C)c(=O)c(=O)n2C	6	3	0	1	2	-4	1	9	-4
CCOC(=O)C1(CCOc2ccccc2)CCN(Cc2ccc(O)c(OC)c2)CC1	1	1	-2	2	1	0	-9	4	7
CCOc1ccc(NC(=O)NCCN2C(C)CCCC2C)cc1 (centres undefined)	-3	0	1	1	3	-1	0	1	3
COc1ccc(-c2nnc(SCc3ccccc3F)o2)cc1OC	8	5	4	6	-5	1	19	6	4
COc1ccc(OCc2nn3c(Cn4cnc5ccccc54)nnc3s2)cc1	3	0	3	11	10	-1	3	3	4
Cc1cc(NC(=O)COC(=O)C2CC(=O)N(c3ccccc3)C2)no1 (centres undefined)	2	3	-2	0	16	-1	3	6	7
COCCN(CCOC)S(=O)(=O)c1ccc(C(=O)Nc2nc(C)c(C(C)=O)s2)cc1	-4	-2	1	-6	-3	-3	-3	4	0
O=C(CN(Cc1ccco1)C(=O)CCC(=O)Nc1ccccn1)NCc1ccccc1	3	1	2	7	-10	-1	4	-1	6
Cc1cccc2cc(COC(=O)c3cccs3)c(=O)[nH]c12	1	-2	-4	-4	-12	-1	1	3	-3
CCN=c1scc(-c2ccccc2)n1/N=C/c1ccccn1	4	4	2	3	12	-5	14	6	-3
CCC(c1n[nH]c(=S)n1-c1ccccc1)N(C)C (centres undefined)	0	-1	3	1	1	3	3	6	-1
CC(C)c1ccccc1-n1c(SCC(=O)N2CCc3ccccc3C2)nc2ccccc2c1=O	-1	-3	-4	-5	5	1	2	-5	-2
COc1ccc(NC(=O)C2CCCN(c3nn4c(=O)cc(C)nc4s3)C2)c(OC)c1 (centres undefined)	4	-1	-4	-8	13	-7	-1	10	-10
O=C(COC(=O)CNC(=O)c1ccccc1F)Nc1nnc(-c2ccccc2)o1	0	0	7	2	7	-3	6	4	1
CC(C)Nc1nc(NC(C)C)nc(SCC(N)=O)n1	6	1	3	3	5	1	-1	2	4
O=C(O)CCCC(=O)N1N=C(c2ccccc2)CC1c1ccc2c(c1)OCO2 (centres undefined)	5	3	-3	-2	-3	-4	3	17	6
CC(C)Oc1ccc(/C=N/NC(N)=S)cc1	4	-3	1	-2	2	5	1	3	0
Cn1c(=O)n(Cc2ccc(Cl)cc2)c2ccccc21	0	0	5	0	-6	-1	-1	-5	5
Cc1cc(NC(=O)c2cccnc2)ccc1Br	4	-3	-1	-1	4	-7	-1	4	1
CS(=O)(=O)N1CCCC(C(=O)Nc2c(F)cccc2F)C1 (centres undefined)	7	1	-5	2	-1	-5	7	-1	1
COCc1cc(=O)[nH]c2cc(NC(=O)C(C)(C)CCl)c(C)cc12	2	-2	-5	-2	1	-2	5	7	1
Cc1cnc(C(=O)OCC(=O)Nc2ccc(C)c(S(=O)(=O)N3CCCCC3)c2)cn1	0	-2	8	-1	-5	-3	1	7	-3
O=C(NCc1ccccn1)c1ccc2ccccc2n1	7	0	0	1	1	-3	-2	4	4
COc1ccc(/C=C/C(=O)c2ccccc2O)cc1CN1CCOCC1	-1	-4	-1	5	23	-2	2	-5	-2
COc1cc(C(=O)NNC2=NC(C)(C)Cc3cc(C)c(C)cc32)cc(OC)c1OC	-5	0	4	-3	-5	1	4	-2	-6
COc1ccccc1/C=C1/C(=O)N(c2cc(C)cc(C)c2)C(c2cccc([N+](=O)[O-])c2)S1(=O)=O (centres undefined)	-4	3	5	4	5	-3	6	-2	3
Cc1ccc(NNC(=O)c2ccno2)cc1Cl	1	0	-11	8	-6	0	5	5	0
CCOC(=O)C(Cc1ccccc1)C(=O)Nc1ccc(N(CC)CC)cc1 (centres undefined)	4	0	0	0	6	1	7	10	-3
NC(=O)CCN1CCN(Cc2nc(C(c3ccccc3)c3ccccc3)no2)CC1	2	1	-1	1	4	-2	2	6	-2
O=S(=O)(NCCO)c1ccc2c(c1)Cc1cc(S(=O)(=O)NCCO)ccc1-2	0	-1	-2	-6	0	-8	-2	15	-2
O=C(c1ccc(-c2ccccc2)cc1)C1CCCN(C(=O)Cn2cncn2)C1 (centres undefined)	2	5	0	-6	14	4	8	6	7
O=C(CCNc1ccc(F)cc1)c1ccco1	5	-1	1	1	-1	-2	3	-8	1
FC(F)(F)c1nc(-c2ccncc2)ncc1-c1nnnn1-c1ccccc1	4	0	-7	6	7	1	3	2	10
COc1ccc(NC(=O)CN(C)C(=O)c2cc(S(=O)(=O)N3CCCCCC3)ccc2OC)cc1	0	5	-2	0	-1	0	3	8	9
CCC(C)(C)n1nnnc1C(CC(C)C)N1CCC(C(N)=O)CC1 (centres undefined)	-4	-1	-3	0	12	-4	3	9	7
CS(=O)(=O)N1CCc2ccccc2C1	5	-1	6	4	9	-3	2	-1	-3
COCc1[nH]nc2c1C(C1C=CCCC1)C(C#N)=C(N)O2 (centres undefined)	5	-1	2	4	-1	0	-2	7	5
Cc1ccc(C(C)C)cc1S(=O)(=O)NC1CC(C)(C)NC(C)(C)C1	0	4	-2	2	12	-8	-6	9	1
Nc1cc(=O)[nH]c(SCc2ccccc2Cl)n1	1	2	-3	2	17	1	-5	-1	2
O=C(Oc1ccc(/C=N/NC(=O)c2ccccn2)cc1)c1cccc(F)c1	-1	-5	6	3	-2	-4	0	-5	-8
O=C1CC(C(=O)N2CCN(Cc3ccccc3)CC2)CN1Cc1ccccc1 (centres undefined)	3	1	5	-1	-9	1	4	-2	1
CCOc1ccccc1CN1CCN(Cc2ccon2)CC1CCO (centres undefined)	5	4	0	0	5	-5	0	3	6
Cc1nn(C(C)C(=O)NNC(=S)Nc2ccc(F)cc2)c(C)c1[N+](=O)[O-] (centres undefined)	4	1	4	7	6	-1	1	4	4
Cc1csc(NC(=O)CSc2nnc(CCNC(=O)c3ccc(Cl)c(Cl)c3)n2C)n1	3	-2	0	-2	3	-3	6	-3	-2
CSc1ccccc1C(=O)C1CCCN(C(=O)c2cncs2)C1 (centres undefined)	1	1	6	2	0	3	4	13	1
COc1ccc(C(=O)OCC(=O)c2ccc(CNC(C)=O)s2)cc1	-4	2	.	1	15	-1	-2	4	5
CC(C)(C)c1cc[n+](/C(C(=S)Nc2ccccc2F)=C(/[O-])c2ccc3c(c2)OCCO3)cc1	2	-2	-2	3	-1	-2	7	5	-4
CC1CCC(NC(=O)CN2C(=O)c3ccccc3S2(=O)=O)CC1 (centres undefined)	10	.	.	.	2	0	-1	10	.
COc1ccc(-c2cc(C(F)F)n3ncc(C(=O)N4CCc5ccccc5C4)c3n2)cc1	-2	-8	-2	1	-3	4	3	6	-7
Cc1cccc(OCC(=O)O/N=C(\N)Cc2ccc(Cl)cc2)c1	3	-3	2	-1	-16	-1	7	-1	0
CCN(CC)CCCNC(=O)c1ccc(C)c(NC(=O)C2=C(C)OCCS2)c1	6	1	-4	-3	-1	-5	8	1	-3
CC(=O)c1cccc(NC(=O)CCOc2ccccc2)c1	-7	0	-6	0	-10	2	3	3	4
CN1C(=O)c2cccc3c(S(=O)(=O)Nc4ccccc4F)ccc1c23	4	0	4	10	-2	2	8	1	1
O=C(CN1CCN(c2ccccn2)CC1)Nc1cc(F)ccc1F	-1	4	0	0	6	-3	-1	5	3
COc1ccc(CN2CCN(S(=O)(=O)c3ccc(C)cc3)CC2)cc1Br	6	-1	8	3	15	1	0	2	2
Cc1nn(C)c(C(=O)N/N=C/c2ccccn2)c1[N+](=O)[O-]	3	0	-3	4	7	-2	5	7	2
COCCNC(=O)Cn1nc(C(F)(F)F)c(Cl)c1C	-1	-1	5	-1	-7	-5	4	8	3
COCc1cc(/C=N\NC(=O)COc2ccccc2)ccc1OC	-5	-1	-3	-3	10	0	-1	-4	3
CCC(C)(C)C1CCc2c(sc(NC(=O)c3cccs3)c2C(N)=O)C1 (centres undefined)	1	-1	3	-3	3	4	5	4	-1
O=C(CSc1ccc(-c2cccnc2)nn1)Nc1ccccc1	-4	-2	1	7	0	5	3	-1	2

Next part
SMILES	PAFAH1B2 FP inh	LYPLA1 inh	GSTO1 inh	PME-1 primary	PREPL inhibitor	PAD4 FP inh	pPAFAH inh	PAFAH1B3 FP inh	LYPLA2 counter
O/C(=C\c1ccc2ccccc2n1)c1ccncc1	2	0	6	6	5	-6	3	0	-2
c1ccc2c(N3CCCCCC3)nc(-c3ccncc3)nc2c1	8	0	6	0	16	-1	-1	-2	-2
O=C(CSc1ncccn1)NC1CCS(=O)(=O)C1 (centres undefined)	0	10	2	2	5	-4	7	-7	-1
O=C(CSc1nc(Cc2ccccc2)nc2ccccc12)c1ccc2c(c1)OCCO2	-5	-5	-15	-12	-15	5	-11	4	-5
O=C1CCC([N+](=O)[O-])C(c2ccccc2Cl)N1 (centres undefined)	3	-4	-1	0	-1	-2	1	6	1
[N-]=[N+]=NC[C@H](Cc1ccccc1)N1CC[C@@H](O)CCC1=O	8	1	1	1	9	-4	6	7	4
CN(CC#CCC(c1ccccc1)c1ccccc1)C(C)(C)C	1	-1	6	-2	-35	3	-4	10	-5
O=C(N/N=C/C=C/c1ccccc1)c1ccccn1	-1	1	-2	0	0	-1	7	-4	0
COc1cccc(CNc2ccc(F)c(Cl)c2)c1OC	-3	1	6	3	32	0	6	3	9
Cn1c(=O)[nH]c(=O)c2c1nc([N+](=O)[O-])n2Cc1ccccc1	-1	4	-9	2	0	-1	4	18	5
Cc1cc(NC(=O)c2c(F)cccc2F)n(-c2nc3ccccc3[nH]2)n1	-5	-18	-10	-20	6	-2	-3	9	-20
COc1ccc(-c2cc(N3C(=O)Nc4ccccc4N3O)n[nH]2)c(OC)c1	0	3	4	-2	22	2	4	7	4
O=C(NC1CCCCC1)NC1CCN(C(=S)NCc2ccco2)CC1	-3	-1	-3	-1	19	-1	-2	-1	0
C/C(CC(=O)NCc1ccco1)=N\NC(=O)Cc1cccc2ccccc12	0	3	32	4	14	-1	-2	0	3
Cc1ccc(S(=O)(=O)CCC(=O)NCc2ccco2)cc1	2	4	-9	-4	-2	-2	2	4	12
O=C(NNC(=O)C(O)(c1ccccc1)c1ccccc1)C1CC1	-2	-3	-2	1	-3	3	2	7	5
CN(CCCNC(=O)C1CCC(=O)N1Cc1ccc(F)cc1)c1ccccc1 (centres undefined)	15	-2	1	0	7	-14	4	-2	0
O=C(O)c1ccc(CSc2nnc(-c3ccncc3)n2CC2CCCO2)cc1 (centres undefined)	4	1	-4	1	-5	1	4	-9	4
Cc1cccn2c(=O)c3cc(C(=O)NC4CCCC4)c(=N)n(Cc4ccc(F)cc4)c3nc12	1	-3	0	-1	9	-1	5	4	1

2 entries from above in a different format.
CC(C)Oc1ccc(/C=N/NC(N)=S)cc1
  PAFAH1B2 FP inh: 4; LYPLA1 inh: -3; GSTO1 inh: 1; PME-1 primary: -2; PREPL inhibitor: 2; PAD4 FP inh: 5; pPAFAH inh: 1; PAFAH1B3 FP inh: 3; LYPLA2 counter: 0

Cn1c(=O)n(Cc2ccc(Cl)cc2)c2ccccc21
  PAFAH1B2 FP inh: 0; LYPLA1 inh: 0; GSTO1 inh: 5; PME-1 primary: 0; PREPL inhibitor: -6; PAD4 FP inh: -1; pPAFAH inh: -1; PAFAH1B3 FP inh: -5; LYPLA2 counter: 5

Screening results as filed in PubChem.
